# 12-hLO inh = inhibitors of human 12-lipoxygenase (ALOX12). actives 0.12% (n = 150,000). purified 12-hLO, xylenol orange hydroperoxide absorbance. Potency, µM (titrated, usually from 57.1 µM), without a hit: top-dose activity change, negative = inhibition, hits mostly inhibitors; also: potency is read from the fitted curve at half-maximal effect; nearly all actives have a fitted effect of over 55% in size; many of its hits are not listed in these tables
#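 Purified human 12hLO (150 nM), preincubated 15 min with compound, then 40 uM arachidonic acid for 30 min, room temperature, Hepes pH 7.0 with 0.01% Triton X-100. Hydroperoxide detected by ferrous iron/xylenol orange; 573/405 nm absorbance ratio gives reaction progress.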
# ALOX15B inhib = 15-hLO-2 (ALOX15B) enzyme inhibition. O15296. purified 15hLO-2, xylenol orange hydroperoxide absorbance. Potency, µM (series often up to 57.1 µM), for inactives: at the highest dose activity change, negative = inhibition, actives largely listed as inhibitors. actives 0.56% (n = 110,000). AID 881; also: potency is read from the fitted curve at half-maximal effect; nearly all actives have a fitted effect of over 60% in size; many of its hits are not listed in these tables
# Target sequence (O15296 whole entry, looked up): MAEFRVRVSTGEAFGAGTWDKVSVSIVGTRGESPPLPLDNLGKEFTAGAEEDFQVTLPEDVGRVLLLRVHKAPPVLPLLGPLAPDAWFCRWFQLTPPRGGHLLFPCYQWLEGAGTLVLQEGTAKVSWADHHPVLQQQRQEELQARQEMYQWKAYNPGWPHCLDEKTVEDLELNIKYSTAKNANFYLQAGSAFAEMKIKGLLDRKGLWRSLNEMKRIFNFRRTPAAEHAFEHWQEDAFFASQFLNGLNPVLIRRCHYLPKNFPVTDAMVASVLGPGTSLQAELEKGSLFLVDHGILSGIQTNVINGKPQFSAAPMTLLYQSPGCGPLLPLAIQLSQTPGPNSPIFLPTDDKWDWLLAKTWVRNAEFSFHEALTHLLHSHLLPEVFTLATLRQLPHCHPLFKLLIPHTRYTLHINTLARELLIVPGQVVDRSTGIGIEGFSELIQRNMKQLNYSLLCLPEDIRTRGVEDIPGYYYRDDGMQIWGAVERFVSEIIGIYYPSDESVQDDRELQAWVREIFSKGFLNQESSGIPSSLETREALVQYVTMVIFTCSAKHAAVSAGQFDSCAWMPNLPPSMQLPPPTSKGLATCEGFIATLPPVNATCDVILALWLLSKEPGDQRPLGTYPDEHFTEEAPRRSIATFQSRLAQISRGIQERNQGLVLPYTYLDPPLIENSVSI
#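 Screening format was qHTS against 50 nM purified 15hLO-2 in Hepes pH 7.5 with detergent. Activity follows hydroperoxide formation from 45 uM arachidonic acid, measured as 573:405 nm absorbance ratio of the ferric-xylenol orange complex.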
# IMPase cell inh = IMPase inhibition in cells; P97697; CHO-M1 cells, IP1 accumulation, HTRF TR-FRET ratio; inhibition (IP1 accumulation), % at 46.1 µM; 120,000 tested, under 10 active; AID 901; active = well fitted curve in the direction sought with a large enough effect in the signal ratio, not every such curve was filed as active; inconclusive = small, poorly fitted or top-dose-only effect, or a change in a side signal; inactive = no such curve, though single readings can be large or run the other way; the % refers to the signal ratio;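 also: cells stimulated with carbachol in lithium chloride buffer; plate controls were DMSO basal wells for no effect and reference inhibitor wells for full effect; higher means more IMPase inhibition seen as more IP1 and lower FRET ratio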
# Target sequence (P97697 whole entry, looked up): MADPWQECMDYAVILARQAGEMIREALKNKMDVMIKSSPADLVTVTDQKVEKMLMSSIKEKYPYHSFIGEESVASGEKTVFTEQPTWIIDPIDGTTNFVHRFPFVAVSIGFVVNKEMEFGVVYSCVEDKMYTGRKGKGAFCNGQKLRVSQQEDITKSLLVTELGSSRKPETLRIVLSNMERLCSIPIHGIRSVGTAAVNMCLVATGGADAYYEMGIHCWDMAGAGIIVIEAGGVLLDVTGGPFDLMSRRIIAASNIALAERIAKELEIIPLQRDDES
#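 Carbachol-driven Gq signalling in CHO-M1 cells (2000/well) generates IP1. Compounds that block IMPase raise IP1 and so reduce the FRET signal from Eu-anti-IP1 and d2-IP1 after a 10 min room-temperature lysis.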
# PNC assembly inh = perinucleolar compartment assembly inhibition; actives 3.1% (n = 140,000); PC3M PTB-GFP, PNC prevalence imaging, 16 h; hits give low values; activity change (PNC), negative = inhibition, % at 10 µM; AID 2417;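 active = readout at or below -70, meaning at least 70% loss of cells showing the perinucleolar compartment, a nuclear body marking cancer cells; inconclusive = readout between -30 and a set limit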;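 also: plate controls were DMSO wells for no effect and camptothecin positive control wells for full effect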
#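 PC3M cells stably expressing PTB-GFP, 750–1000 cells/well, treated 16 h at 37 °C with compound (23 nl of library stock), in duplicate. After paraformaldehyde fixation and Hoechst stain, imaged at 20x; PNC prevalence scored by image analysis.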
# Active calls of the source: *; u = inconclusive; x = no result given; [ ] = dose if it differs, or a comment. Unless noted, calls follow the shape of the dose curve; as a rule, active = well fitted curve in the direction sought with a large enough effect; inconclusive = small, poorly fitted or top-dose-only effect, or another doubt; inactive = no such curve, though single readings can be large; an effect the other way counts as inactive or inconclusive. Unless noted, % is scaled to controls: 0 for no effect and ±100 for the full control effect.
SMILES,12-hLO inh,ALOX15B inhib,IMPase cell inh,PNC assembly inh
COc1ccc(C(=O)c2ccc(Cl)cc2)c2ccccc12,-9%,13%,-4,-1
CSc1ccccc1NC(=O)c1cc(C(C)C)on1,-6%,u,2,31
CC(C)(C)c1ccc(C(=O)N/C(N)=N/c2nc3ccccc3o2)cc1,8%,32%[activator],0,49
CC(C)N(CC#CC(O)(c1ccccc1)c1ccccc1)CCO,1%,x,x,85
CCCCOc1ccc(C(=O)NNC(=S)NC(=O)CC)cc1,-18%,x,x,u
Cc1noc(C)c1COc1cccc(C(=O)OCC(=O)NC(=O)c2ccc(OC(F)F)cc2)c1,-5%,x,x,-7
COc1cc(OC)c(C(=O)Nc2ccccc2-c2ccccc2)cc1OC,1%,x,0,u
CC1Cc2nc(SCC(=O)N3CCOCC3)n(-c3ccccc3)c(=O)c2S1 (stereo not given),2%,-2%,2,31
NS(=O)(=O)c1ccc(NC(=O)CSC2=NC(=O)C(c3ccccc3)C(=O)N2)cc1 (stereo not given),-2%,-6%,9,32
CC(=O)Oc1c(C(=O)c2nnc(C)o2)c(=O)n(C)c2ccccc12,4%,x,x,-29
CCOC(=O)Cn1nnnc1CN(Cc1ccc(OC)cc1)Cc1cc2cc(CC)ccc2[nH]c1=O,-20%,18%,9,-13
CCn1c(CCNC(=O)c2ccc(C)cc2)nnc1SCc1ccc(Cl)c(Cl)c1,0%,x,x,17
CCC(C)(C)n1c(=O)[nH]c2c(c1=O)CCC2,-2%,2%,9,u
CCCCCOC(=O)Cn1c(=O)oc2ccccc21,-4%,6%,-2,-9
O=C1C(=O)N(CCN2CCOCC2)C(c2ccccn2)/C1=C(/O)c1ccccc1 (stereo not given),-12%,-20%,-8,-27
CC(Sc1ccccn1)C(=O)Nc1ccc(S(N)(=O)=O)cc1 (stereo not given),-6%,12%,-6,-108*
CN(CC(=O)Nc1ccccc1C(F)(F)F)C(=O)COc1ncnc2sccc12,-2%,x,-6,u
CC(C)N(C(=O)C[n+]1ccc(/C=N/O)cc1)C(C)C,-1%,x,x,-10
O=C(CN1C(=O)C2(OCCO2)c2ccccc21)c1ccc(Br)cc1,-25%,-4%,5,u
COc1ccc(NC2CC(=O)N(c3cccc(C)c3)C2=O)cc1 (stereo not given),-12%,-5%,3,-15
Cc1ccc(N/C(N)=N/c2nc3c(c(=O)[nH]2)CCCC3)c(C)c1,8%,17%,0,25
S=c1[nH]nc(COc2ccccc2)n1Cc1ccccc1,-5%,x,x,51
O=C(CSc1n[nH]c(-c2ccc(S(=O)(=O)N3CCCCC3)cc2)n1)Nc1nccs1,-3%,-13%,-9,u
Cc1cccc(NC(=S)NCCCN2CCOCC2)c1,1%,x,x,-8
Cc1ccc(/C=N/NC(=O)CSc2nc3ccccc3c(=O)n2-c2ccccc2)s1,-1%,x,x,u
# Next part:
SMILES,12-hLO inh,ALOX15B inhib,IMPase cell inh,PNC assembly inh
c1ccc(N2CCN(c3ccc4nncn4n3)CC2)nc1,-1%,1%,11,11
CCOCC(=O)Nc1cc(OC)c(Cl)cc1OC,-5%,2%,1,19
C/C(=N\NC(=O)CSc1nc(C)cc(C)n1)c1cccs1,3%,x,x,4
COc1ccc(/C=C/C(=O)c2ccccc2O)cc1CN1CCOCC1,-7%,19%,2,-15
CCN(CC(=O)NCc1cccs1)c1ccc(S(=O)(=O)N2CCOCC2)cn1,-3%,-6%,-4,15
CCCCN(Cc1cc2cc(OC)ccc2[nH]c1=O)C(=O)c1ccccn1,-5%,-4%,-4,u
COc1cccc(OCC(=O)NC2CCCCC2)c1,-4%,-2%,3,u
Cn1cc(S(=O)(=O)N2CCN(c3ccc(F)cc3)CC2)c(=O)n(C)c1=O,3%,2%,-4,30
Cc1cc(C(=O)CN2C(=O)NC3(CCCc4ccccc43)C2=O)c(C)n1C (stereo not given),-1%,-25%,-4,-23
COc1ccc(S(=O)(=O)N(n2c(C)nnc2-n2nc(C)cc2C)S(=O)(=O)c2ccc(OC)cc2)cc1,11%,x,10,-22
CNC(=S)N/N=C/c1cc(Br)cc(Br)c1O,u,x,-13,u
CCc1[nH]c(=O)c(C#N)c2c1COC(C)(C)C2,6%,1%,3,10
CCCCC[C@H](O)/C=C\[C@@H]1[C@H](O)CC(=O)[C@@H]1CCCCCCC(=O)O,-3%[25.6 µM],5%[25.6 µM],4[20.6 µM],x
Cc1c(C(=O)O)nc(/C=C\C(=O)O)[nH]c1=O,-1%[11.4 µM],-2%[11.4 µM],x,x
CCN(CC)CC(=O)c1ccc(-c2ccccc2)cc1,-5%,-3%,-2,u
COc1ccc(OC)c(S(=O)(=O)n2nnc3ccccc32)c1,-5%,2%,3,u
CCCCSC(=S)NC1CCS(=O)(=O)C1 (stereo not given),4%,x,x,u
CCOc1ccc(C(CC(=O)O)NC(=O)c2ccco2)cc1 (stereo not given),-2%,x,-6,-27
CCOc1cc2[nH]c(=O)n(CCC(=O)N3CCN(c4ccccc4OC)CC3)c(=O)c2cc1OCC,0%,0%,5,15
CCN(CC)S(=O)(=O)c1cccc(C(=O)N[C@H](C(=O)NCc2ccc(Cl)cc2)C(C)C)c1,-7%,4%,9,-29
CCN(CCCNC(=O)CN(C)S(=O)(=O)c1ccc2c(c1)CCC(=O)N2)c1cccc(C)c1,-9%,-6%,1,-24
COC(=O)c1ccc(-n2c(C)cc(C(=O)COC(=O)CC3Sc4ccccc4NC3=O)c2C)cc1 (stereo not given),-3%,x,x,64
CC(=O)OC1CC(C)OC(C)O1 (stereo not given),0%,-1%,x,x
CCOc1ccccc1N(C(=O)c1ccco1)C(C(=O)NC1CCCC1)c1cccnc1 (stereo not given),-6%,0%,8,-20
CC1(C)Oc2ccc(C(=O)NC3CCCC3)cc2N(CC(=O)NC2CCCC2)C1=O,3%,4%,6,-20

# Some of these compounds in order of the PNC assembly inh value, ascending:
Structure	PNC assembly inh
COc1ccc(S(=O)(=O)N(n2c(C)nnc2-n2nc(C)cc2C)S(=O)(=O)c2ccc(OC)cc2)cc1	-22
CCOc1ccccc1N(C(=O)c1ccco1)C(C(=O)NC1CCCC1)c1cccnc1 (stereo not given)	-20
CCc1[nH]c(=O)c(C#N)c2c1COC(C)(C)C2	10

# (next part)
SMILES,12-hLO inh,ALOX15B inhib,IMPase cell inh,PNC assembly inh
c1ccc(CCn2nnnc2CN2CCc3ccccc32)cc1,-9%,-13%,5,-3
O=C(CCCCn1c(=O)[nH]c2ccccc2c1=O)NCCC1=CCCCC1,0%,-5%,0,u
COc1c(S(=O)(=O)N2CCCC2)ccc(Cl)c1Cl,-1%,-8%,12,-6
Cc1cccc(OCc2nnc(SCC(=O)N3CCN(c4ccccc4)CC3)o2)c1C,-7%,x,u,10
CCOc1ccc(C(=O)OCC(=O)Nc2ccc(SC(F)F)cc2)cc1OCC,0%,x,x,39
Cc1c(C(=O)NCCCN2CCCC2=O)oc2ccc(S(=O)(=O)N3CCOCC3)cc12,1%,0%,13,23
Cc1noc(C)c1C(=O)Nc1nc(-c2ccccc2Cl)cs1,1%,x,9,41
CCCC[C@@H]1C[C@H]1[C@@H](NC(=O)c1ccccc1)c1ccccc1C(F)(F)F,-5%,x,x,29
Cc1ccc2nsnc2c1S(=O)(=O)N1CCCC1,0%,0%,-4,37
CCOc1ccc(NC(=S)NN(C)C(=S)Nc2ccc(OCC)cc2)cc1,-3%,x,x,3
Cc1cc(C(C)(C)C)nc2[nH]n(-c3ccccc3)c(=O)c12,1%,-3%,8,1
COc1ccc(CCNC(=O)c2ccc(Cl)cc2)cc1,-1%,10%,0,23
CC(C)Cn1c(SCc2nnc(-c3cccs3)o2)nc(O)cc1=O,7%,1%,11,17
O=C(c1cc(C(F)(F)F)cc(C(F)(F)F)c1)N1CCC[C@@]2(CCN(Cc3ccccc3)C2)C1,-1%,41%[activator],x,x
CC(C)C[C@H](NC(=O)OC(C)(C)C)C(=O)N/N=C/c1ccc2nccnc2c1,-2%,2%,3,23
Cc1ccc(NC(=O)/C=C/c2ccco2)nc1,-2%,x,4,-100*
O=C(CSc1nc2nc(-c3cccs3)cc(C(F)(F)F)c2c(=O)[nH]1)NCc1ccco1,-6%,-9%,u,-12
CCc1c(C)c(C#N)c2nc3ccccc3n2c1N1CCN(c2cc(C)ccn2)CC1,-2%,-13%,6,26
CCCn1c(SC(C(=O)Nc2cc(C)ccc2OC)c2ccccc2)nc2ccccc2c1=O (stereo not given),1%,x,-6,u
CCOC(=O)C1=C2N(C)c3ccccc3N2CCC1=O,5%,-1%,-5,9
O=C1CCCN1CN(C(=O)c1ccc2c(c1)OCO2)c1ccc(F)cc1,-2%,-3%,10,71
COc1ccc(CN(Cc2ccncc2)C(=O)CCC(=O)O)cc1,-1%,-4%,-7,u
CC1=NN(c2ccccc2)C(=O)/C1=C\c1cn(CCC#N)nc1-c1ccc(Cl)cc1,0%,x,x,13
CCOc1c(OC)cccc1C1CC(=O)Nc2cc3c(cc21)OCCO3 (stereo not given),-6%,-3%,0,10
CCSc1nnc(NC(=O)C(CC)(C(F)(F)F)C(F)(F)F)s1,7%,-13%,13,27
# Continued:
SMILES,12-hLO inh,ALOX15B inhib,IMPase cell inh,PNC assembly inh
CCOCCCNC(=O)C(c1ccc(C)cc1)N(Cc1cccs1)C(=O)CNC(C)=O (stereo not given),3%,x,-16,-11
CCOCCCNC(=O)C1c2ccccc2C(=O)N2CCc3ccccc3C12 (stereo not given),0%,-10%,2,5
COc1ccc(NC(=O)C(Sc2nnc(-c3ccncc3)n2-c2ccccc2C)c2ccccc2)cc1Cl (stereo not given),-2%,x,9,u
Cn1c(O)c(C=NCC2CCNCC2)c(=O)n(C)c1=O,5%,x,7,79
CC1(C)NC(=O)N(CCSc2ccc(Cl)cc2)C1=O,1%,1%,0,-5
Cc1cc(-c2ccccc2)nc(Cl)c1C#N,-3%,x,x,-1
c1cncc(CNc2ncncc2-c2ccc3c(c2)OCO3)c1,1%,10%,x,x
CCOc1cccc(Oc2ncccc2C(=O)/C(C#N)=C/N(C)C)c1,0%,12%,11,36
CC(=O)[C@@H]1CC[C@@H]2[C@@H]3CC=C4C[C@H](OS(=O)(=O)O)CC[C@@]4(C)[C@H]3CC[C@]21C,3%,3%,-1,x
Cc1ccc(C)c(Cn2c(C(C)O)nc3ccccc32)c1 (stereo not given),3%,10%,7,-28
O=C(/C=C(/c1ccc(Cl)cc1)n1cncn1)c1ccccc1,-6%,x,x,-30
COc1ccc(Cc2nnn(CC(=O)O)n2)cc1,1%,-1%,-3,-7
O=C(N/N=C\c1cccc(O)c1)c1ccncc1,3%[11.4 µM],-6%[11.4 µM],x,x
O=C(O)C[C@@H](C(=O)O)C1c2ccccc2-c2ccccc21,7%[11.4 µM],-3%[11.4 µM],x,x
Cc1occc1C(=O)Nc1ccc2c(c1)CCC2,1%,2%,19,u
Clc1ccc(OCCCN2CCCC2)cc1Cl,-2%,x,x,24
Cc1cc(C)n2nc(Cc3ccccc3)nc2n1,2%,-1%,-11,u
Cc1ccc(SCc2nc(-c3ccncc3)no2)cc1,-8%,1%,3,-7
Cc1ccc(S(=O)(=O)N2c3ccc(S(N)(=O)=O)cc3CC2C)cc1 (stereo not given),-6%,x,x,-22
CC(=O)N1CCN(C(=O)CCc2nc3ccccc3c(=O)[nH]2)CC1,0%,-5%,5,22
CNc1nc(Sc2ccc(C)cc2)cc(C(F)(F)F)n1,-4%,16%,7,-14
COc1ccc(-c2noc(-c3ccccc3C(=O)Nc3cccc(OC)c3)n2)cc1,-6%,-1%,0,3
COc1ccc(C2CC(=O)c3c([nH]c(C(=O)OC(C)C)c3C)C2)cc1OC (stereo not given),21%,x,x,33

# An excerpt from above, limited to 12-hLO inh and ALOX15B inhib.
SMILES	12-hLO inh	ALOX15B inhib
CC(=O)N1CCN(C(=O)CCc2nc3ccccc3c(=O)[nH]2)CC1	0%	-5%
CNc1nc(Sc2ccc(C)cc2)cc(C(F)(F)F)n1	-4%	16%

# Source: PubChem BioAssay

# These rows are one share of the data; the hit share may differ from the screen's.
